Assay outcomes (PubChem)
yeast mec2-1: NCI yeast anticancer drug screen, S. cerevisiae mec2-1 strain; growth inhibition, % at 50 µM; actives 9% (n = 79,000);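 note: 0% = growth of vehicle-only cultures of the same strain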
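Compounds were applied to mec2-1 yeast cells. Their growth was then compared with that of vehicle-treated cultures to give growth inhibition.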
sgs1 mgt1: NCI yeast anticancer drug screen, S. cerevisiae sgs1 mgt1 strain; % growth inhibition at 50 µM; actives 10% (n = 78,000);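 note: 0% = growth of vehicle-only cultures of the same strain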
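Inhibition of yeast growth, normalised to vehicle-treated controls, is reported for a strain bearing genetic alterations in DNA damage repair.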
yeast rad50: NCI yeast anticancer drug screen, S. cerevisiae rad50 strain; growth inhibition, % at 50 µM; actives 10% (n = 79,000); AID 155;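 note: 0% = growth of vehicle-only cultures of the same strain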
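A DNA repair-deficient yeast mutant serves as the test organism; compound-induced growth inhibition is calculated against vehicle-treated cells.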
cln2 rad14: NCI yeast anticancer drug screen, S. cerevisiae cln2 rad14 strain; growth inhibition, % at 50 µM; actives 8.3% (n = 78,000); AID 165;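 note: 0% = growth of vehicle-only cultures of the same strain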
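Readout is yeast growth inhibition versus vehicle-treated controls, using a strain with cln2 and rad14 alterations exposed to compound.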
bub3: NCI yeast anticancer drug screen, S. cerevisiae bub3 mutant strain; growth inhibition, % at 50 µM; actives 9.9% (n = 78,000); AID 167;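 note: 0% = growth of vehicle-only cultures of the same strain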
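Screening used yeast with an engineered genetic alteration affecting cell cycle control. Compound-exposed cultures were compared with vehicle cultures, and reduced growth was taken as inhibition.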
yeast mlh1 rad18: NCI yeast anticancer drug screen, S. cerevisiae mlh1 rad18 strain; % growth inhibition at 50 µM; actives 11% (n = 79,000); AID 175;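 note: 0% = growth of vehicle-only cultures of the same strain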
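Compound-treated yeast growth, normalised to vehicle controls. Strain bears defined DNA repair mutations.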
* hit, by the source's call. Cut-off read from the data, not from the text of the source: active = growth inhibition above about 70%; inactive = the rest. Some of the compounds tested; rates above refer to the full screens.

SMILES	yeast mec2-1	sgs1 mgt1	yeast rad50	cln2 rad14	bub3	yeast mlh1 rad18
COc1c2c(Cl)cccc2c(OP(=O)(OC)OC)c2cccc(Cl)c12	13	6	31	-6	0	10
Cc1cc(N(C)C)ccc1SC(Cl)(Cl)Cl	7	-7	-7	0	24	-22
COP(=O)(OC)C(=O)c1ccccc1	-17	-8	-12	-32	-24	-16
NC(=O)C(N)C(F)c1ccccc1 (stereo unspecified)	3	-16	-11	-14	-12	17
CCCCCCCCCBr	-1	12	8	14	-12	-27
NC1CC=C(COC(=O)C(O)(c2ccccc2)C2CC2)CC1 (stereo unspecified)	-15	-24	-13	4	-7	-31
NCCCN1CCN(CCCN2CC2)CC1	58	85*	94*	94*	86*	90*
O=C1NC(=S)NC(=O)C1=C/C=C/c1ccccc1	47	80*	73*	32	74*	70
COc1ccccc1CC(N)c1ccccc1 (stereo unspecified)	-7	-1	-9	-20	-2	-25
PCc1ccccc1.[Cl][Hg][Cl]	13	14	-35	-59	-6	13
COc1ccc(CC2C(=O)NC(=O)NC2=O)cc1OC	-10	-24	9	1	-18	-42
CC(O)C(=O)O (stereo unspecified)	-19	-20	-1	-3	9	-5
CCOP(=O)(OCC)O/N=C(/CC)c1ccccc1	-9	11	5	-13	-2	-12
CC(=O)OC1C(=O)OCC23CCC4(C)OC4C2OC2CC(OC(=O)/C=C/C=C/C(=O)OCCC1C)C3(C)C21CO1 (stereo unspecified)	94*	94*	93*	92*	93*	92*
O=C(O)C(O)(c1ccc(-c2ccccc2)cc1)c1ccc(-c2ccccc2)cc1	97*	96*	96*	95*	97*	97*
O=P(O)(O)CCc1ccccc1	2	-5	-4	-16	-3	8
O=C1NC(=O)C2(OC3c4ccccc4C=CN3C3=C2C(=O)CCC3)C(=O)N1 (stereo unspecified)	2	-6	12	52	10	7
CCOC(=O)C(Cc1c[nH]c2cc(N(CCCl)CCCl)ccc12)(NC(C)=O)C(=O)OCC	-5	34	32	22	8	18
CNC1=C(C)C(=O)C2=C(C1=O)C(COC(N)=O)C1(O)C3C(CN21)N3C (stereo unspecified)	75*	70	72*	61	52	83*
CC(SC(C)C(=O)N/N=C/c1ccc(N(CCCl)CCCl)cc1)C(=O)N/N=C\c1ccc(N(CCCl)CCCl)cc1 (stereo unspecified)	-1	-6	0	-11	5	26
COc1cc2c(cc1OC)C13CCN4CC5=CCOC6CC(=O)N2C1C6C5CC43O (stereo unspecified)	-31	-8	-14	9	-4	-47
CC(=O)C1C=NCCN=CC(C(C)=O)C(C)=NCCCN=C1C.[Ni] (stereo unspecified)	4	14	11	-2	9	18
O=[N+]([O-])c1ccc(CBr)cc1	5	3	23	-39	-9	34
C[C@@](Br)(C(=O)O)[C@H](Br)C(=O)O	1	-24	-15	-37	-12	2
c1ccc2ncccc2c1	6	12	15	30	0	-5
CC(=O)C1CCOC1=O (stereo unspecified)	-1	2	16	-9	-8	-18
Cc1nc2ccccc2c(=O)n1-c1ccccc1F	-30	-20	-11	5	-21	-30
CC(=O)c1cc2c(cc1O)C(C)(C)CCC2(C)C	99*	48	98*	96*	95*	99*
CC(C)=CCC1(O)C(=O)c2ccccc2C1(O)C(=O)O (stereo unspecified)	-32	20	13	5	-1	8
[O-][n+]1ccccc1S	100*	100*	99*	99*	99*	99*
C[C@@H]1C[C@@H]2c3cccc4c3c(cn4CO)C[C@H]2N(C)C1	-25	29	9	3	1	8
COC(=O)C(Br)CBr (stereo unspecified)	7	7	40	-46	14	26
CS/C([S-])=N/N=C(C)C.CS/C([S-])=N/N=C(C)C.[Pt+2]	1	1	9	-41	-1	-10
CCCCC(CC)CNP(=O)(OC)OC (stereo unspecified)	2	1	10	9	2	7
CC(C)(C)OC(=O)NC(CSC(c1ccccc1)(c1ccccc1)c1cccs1)C(=O)O (stereo unspecified)	69	96*	96*	79*	14	83*
COc1ccc([N+](=O)[O-])cc1	-6	13	24	21	1	-21
COc1ccc2c3c1OC1C(OC)(OC)CC4(C=C2)CN(C)CCC314 (stereo unspecified)	-22	-20	-31	-11	-24	-12
COS(=O)(=O)c1ccc(C)cc1	-2	-8	24	13	-8	-4
CC(=O)O[C@@H]1C=C2C=C[C@@H]3[C@H](CC[C@]4(C)C(=O)CC[C@@H]34)[C@@]2(C)CC1	9	2	2	-53	18	4
CC(C)Nc1ccc([N+](=O)[O-])cc1[N+](=O)[O-]	24	36	53	19	1	24
[N-]=[N+]=CC(=O)c1ccc(Cl)cc1	28	14	35	-16	50	52
Brc1ccc(Oc2ccc(Br)cc2Br)c(Br)c1	-22	8	14	2	22	32
CC(=O)O[C@H]1CC[C@@]2(C)C(=C[C@H](c3ccc(O)cc3)[C@H]3[C@@H]4CC[C@H](OC(C)=O)[C@@]4(C)CC[C@@H]32)C1	10	21	9	20	21	-50
O=S(=O)(O)O.[Pt].c1ccc([PH+](c2ccccc2)c2ccccc2)cc1.c1ccc([PH+](c2ccccc2)c2ccccc2)cc1.c1ccc([PH+](c2ccccc2)c2ccccc2)cc1	98*	94*	94*	98*	97*	95*
[Cl][Hg][c]1ccccc1N=Nc1ccccc1I	99*	99*	99*	99*	99*	99*
CCCCN1c2ccccc2NP1(=O)c1ccccc1 (stereo unspecified)	7	7	11	-31	2	23
C=CCOC(=O)C1C2OC3(C(C(=O)OC)=C2C(=O)OC)c2ccccc2CCC13 (stereo unspecified)	-4	-29	-19	-40	29	-3
NC(P(=O)(O)O)P(=O)(O)O	-1	17	4	15	18	7
CC(=O)OC1C=CCC2C(=O)c3c(O)cccc3C(C)(O)C12 (stereo unspecified)	-6	-4	0	-2	0	2
COC(=O)C(F)C(Br)C(=O)OC (stereo unspecified)	93*	92*	91*	84*	91*	90*
CN1C2CCCC1CN(N=Nc1ccccc1)C2	8	20	34	-3	12	22
C[C@]12CC[C@H]3[C@@H](CC[C@]4(O)C[C@@H](O)CC[C@]34CO)[C@@]1(O)CC[C@@H]2C1=CC(=O)OC1	-23	-18	-6	0	1	-17
C[C@]12CCNC(=O)C=C1CC[C@@H]1C2CC[C@@]2(C)C1CC[C@@H]2OC(=O)COc1ccc(N(CCCl)CCCl)cc1 (stereo partly specified)	25	22	24	60	36	-26
Cc1ccc2c(c1N)C(=O)c1ccccc1C2=O	42	45	30	41	61	72*
CC1=C2[C@H]3OC(=O)[C@@H](C)[C@@H]3CC[C@@]2(C)C=CC1=O	6	1	21	15	2	13
Cc1cccc[c]1[Sb](=[O])([OH])[OH]	-10	-16	7	-7	-17	-3
COc1ccc2c(c1OC)C(=O)O[C@@H]2[C@H]1c2cc3c(cc2CCN1C)OCO3	-5	1	-9	7	5	-44
C/C(CCl)=N\NC1=NC(C)(CCl)P(=O)(NNc2ncccn2)S1 (stereo unspecified)	11	5	8	11	9	7
O=C(O)c1c(Cl)n(Cc2cc(Cl)ccc2Cl)c2ccccc12	14	20	4	20	11	22
Cc1cccc[n+]1CC(=O)c1ccc2ccccc2c1	0	-2	-10	-73	-6	1

Sorted by length of the SMILES (smallest number first): 19 of the compounds above.
SMILES	yeast mec2-1	sgs1 mgt1	yeast rad50	cln2 rad14	bub3	yeast mlh1 rad18
NC(P(=O)(O)O)P(=O)(O)O	-1	17	4	15	18	7
COC(=O)C(F)C(Br)C(=O)OC (stereo unspecified)	93*	92*	91*	84*	91*	90*
COc1ccc([N+](=O)[O-])cc1	-6	13	24	21	1	-21
CN1C2CCCC1CN(N=Nc1ccccc1)C2	8	20	34	-3	12	22
[N-]=[N+]=CC(=O)c1ccc(Cl)cc1	28	14	35	-16	50	52
CCCCN1c2ccccc2NP1(=O)c1ccccc1 (stereo unspecified)	7	7	11	-31	2	23
[Cl][Hg][c]1ccccc1N=Nc1ccccc1I	99*	99*	99*	99*	99*	99*
Brc1ccc(Oc2ccc(Br)cc2Br)c(Br)c1	-22	8	14	2	22	32
Cc1cccc[n+]1CC(=O)c1ccc2ccccc2c1	0	-2	-10	-73	-6	1
CC(C)Nc1ccc([N+](=O)[O-])cc1[N+](=O)[O-]	24	36	53	19	1	24
CC(=O)OC1C=CCC2C(=O)c3c(O)cccc3C(C)(O)C12 (stereo unspecified)	-6	-4	0	-2	0	2
C/C(CCl)=N\NC1=NC(C)(CCl)P(=O)(NNc2ncccn2)S1 (stereo unspecified)	11	5	8	11	9	7
CC1=C2[C@H]3OC(=O)[C@@H](C)[C@@H]3CC[C@@]2(C)C=CC1=O	6	1	21	15	2	13
COc1ccc2c(c1OC)C(=O)O[C@@H]2[C@H]1c2cc3c(cc2CCN1C)OCO3	-5	1	-9	7	5	-44
CC(=O)O[C@@H]1C=C2C=C[C@@H]3[C@H](CC[C@]4(C)C(=O)CC[C@@H]34)[C@@]2(C)CC1	9	2	2	-53	18	4
C[C@]12CCNC(=O)C=C1CC[C@@H]1C2CC[C@@]2(C)C1CC[C@@H]2OC(=O)COc1ccc(N(CCCl)CCCl)cc1 (stereo partly specified)	25	22	24	60	36	-26
C[C@]12CC[C@H]3[C@@H](CC[C@]4(O)C[C@@H](O)CC[C@]34CO)[C@@]1(O)CC[C@@H]2C1=CC(=O)OC1	-23	-18	-6	0	1	-17
CC(=O)O[C@H]1CC[C@@]2(C)C(=C[C@H](c3ccc(O)cc3)[C@H]3[C@@H]4CC[C@H](OC(C)=O)[C@@]4(C)CC[C@@H]32)C1	10	21	9	20	21	-50
O=S(=O)(O)O.[Pt].c1ccc([PH+](c2ccccc2)c2ccccc2)cc1.c1ccc([PH+](c2ccccc2)c2ccccc2)cc1.c1ccc([PH+](c2ccccc2)c2ccccc2)cc1	98*	94*	94*	98*	97*	95*

The list continues.
SMILES	yeast mec2-1	sgs1 mgt1	yeast rad50	cln2 rad14	bub3	yeast mlh1 rad18
O=C(CCl)OCC(Cl)Cl	-2	10	1	20	7	21
O=C1C(F)=C(F)C(=O)C(F)=C1F	-5	8	16	-3	22	-2
CCOP(=O)(/C=C(\Cl)c1ccccc1)OCC	-3	-2	-5	-54	6	-4
CC(CN1NC12CCCC2)N1NC12CCCC2 (stereo unspecified)	-2	29	1	24	16	-35
CCOP(=O)(OCC)/C(C#N)=C/c1ccc(CO)o1	-16	-28	-5	-14	-68	-26
c1ccc2n[se]nc2c1	-28	-16	-8	-21	-15	-18
NNc1ccc([N+](=O)[O-])cc1	26	41	24	-10	55	52
CCCOc1ccc(/C=C/[N+](=O)[O-])cc1	96*	51	52	94*	37	36
C[n+]1ccccc1-c1ccc[n+](CCCCC[n+]2cccc(-c3cccc[n+]3C)c2)c1	-9	-6	4	-22	-2	8
O=C(COc1ccc(Cl)c(Cl)c1)Nc1cccc(S(=O)(=O)F)c1	10	-2	29	-11	13	19

3 entries from above, arranged by SMILES length, falling:
SMILES	yeast mec2-1	sgs1 mgt1	yeast rad50	cln2 rad14	bub3	yeast mlh1 rad18
CCOP(=O)(OCC)/C(C#N)=C/c1ccc(CO)o1	-16	-28	-5	-14	-68	-26
CCCOc1ccc(/C=C/[N+](=O)[O-])cc1	96*	51	52	94*	37	36
O=C(CCl)OCC(Cl)Cl	-2	10	1	20	7	21
